MOR-DOR ag – OPRM1-OPRD1 heterodimerization agonism. P35372+P41143. cells, luminescence. activation, % at 9.3 µM. 0.3% of 340,000 active; in the data active = activation above about 18%;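 note: 0% = vehicle-treated cells and 100% = reference agonist; values of inactives mirror those of a sister screen read the other way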
DSG3 Ab inh – blocks pemphigus antibody binding to human desmoglein-3; DSG3-coupled beads, scFv-anti-DSG3-GFP binding, flow cytometry; active compounds read low; binding (percent of control), % at 10 µM; 0.48% of 310,000 active; AID 588358;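 active = binding more than 3 SD below its plate's average and above zero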;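 note: hits lower antibody fragment binding to DSG3; some compounds called inactive have numbers as strong as hits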
phage Ecoli inh – E. coli growth loss with phage present; growth absorbance; inhibition, % at 11.9 µM; 0.26% of 360,000 active; AID 651602; in the data active = inhibition above about 11%
MOR-DOR inv ag – inverse agonists of human mu-delta opioid receptor heterodimerization; P35372+P41143; cell-based MOR-DOR heterodimer luminescence, inverse agonism; inhibition, % at 9.3 µM; 0.21% of 340,000 active; AID 504357; in the data active = inhibition above about 22%, passing the limit was not always enough;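 note: 0% = cells with DMSO and 100% = wells without cells with DMSO; values of inactives mirror those of a sister screen read the other way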
HTR5A ag – HTR5A agonism, opioid heterodimer counter-screen; 0.61% of 340,000 active; P47898; activation, % at 9.3 µM; HTR5A agonist assay, luminescence, cell-based; in the data active = activation mostly above about 9.5%, no sharp cut-off; inactive = mostly below about 7.6%;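 note: 0% = cells with vehicle only and 100% = reference agonist; strong numbers were not always called active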
Target sequence (P47898 whole entry, looked up): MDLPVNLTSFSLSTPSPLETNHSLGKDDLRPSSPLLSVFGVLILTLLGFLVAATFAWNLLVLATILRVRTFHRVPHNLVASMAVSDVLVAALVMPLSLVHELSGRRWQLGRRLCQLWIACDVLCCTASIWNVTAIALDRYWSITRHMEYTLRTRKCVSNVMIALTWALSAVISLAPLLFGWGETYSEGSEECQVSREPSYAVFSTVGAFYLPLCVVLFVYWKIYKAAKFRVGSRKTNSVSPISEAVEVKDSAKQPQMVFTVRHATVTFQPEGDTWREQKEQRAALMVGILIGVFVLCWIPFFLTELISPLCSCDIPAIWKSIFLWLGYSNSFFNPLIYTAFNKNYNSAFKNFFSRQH
HTR5A inv ctr – counter-screen for OPRM1-OPRD1 inverse agonists: human HTR5A inverse agonism. AID 504634. inhibition, % at 9.3 µM. HTR5A cell line, luminescence. 0.083% of 340,000 active. P47898; in the data active = inhibition mostly above about 23%, no sharp cut-off; inactive = mostly below about 18%;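 note: 0% = cells with DMSO and 100% = no-cell wells with DMSO; some compounds called inactive have numbers as strong as hits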
Mot1-301 SUMO – inhibitors of SUMOylation pathway: yeast Mot1-301 growth rescue | S. cerevisiae Mot1-301 growth rescue, ATP luminescence, 38.5C; percent above DMSO median, 100 means doubled | growth rescue, % at 18.8 µM | 1% of 320,000 active | AID 2716;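 active = every valid replicate shows activation above 250% relative to neutral control wells; inactive = the rest, any valid replicate at or below 250%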;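 note: OY570 slx delta 5 strain wells were the positive control but not used for scaling; some compounds called inactive have numbers as strong as hits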
PfHsp90 yeast 2 – growth inhibition of yeast expressing Plasmodium Hsp90. S. cerevisiae expressing PfHsp90, BacTiter-Glo ATP, 48 h; yeast lacking PDR1 and PDR3 efflux regulators. inhibition, % at 9.4 µM. 0.32% of 310,000 active;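 active = every replicate shows inhibition above about 80%, whatever the replicate mean, limit read from the data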;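 note: 0% = DMSO neutral controls and 100% = 20 µM radicicol positive controls; yeast relying on Plasmodium falciparum Hsp90 in place of its own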
PKA-R1A act – PKA-R1A complex activation | PKA-R1A dissociation, Cy5-IP20 fluorescence polarization; scaled: DMSO 0%, 113 µM cGMP 100% | 0.083% of 340,000 active | activation, % at 11.4 µM | P00514+P68181;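 active = percent activation above the mean of all tested compounds plus 3 SD, cut at about 19% in these data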;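 note: higher means more PKAc released from R1A so a rise in polarization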
AddAB inh – less growth of phage-infected E. coli with AddAB. E. coli expressing H. pylori AddAB, absorbance growth. inhibition, % at 11.9 µM. 0.29% of 330,000 active. AID 435030; in the data active = inhibition above about 12%;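 note: 0% = vehicle wells of infected cells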
Ecoli viability – counter-screen for AddAB inhibitors: E. coli growth inhibition; E. coli V3065 growth, OD600 absorbance, 18 h; inhibition, % at 11.9 µM; 0.27% of 330,000 active;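 active = inhibition above the campaign's mean inhibition across all tested compounds plus 3 SD, cut at about 9.9% in these data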;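 note: uninfected addAB+ strain grown without phage in ampicillin broth; 0% = DMSO wells and 100% = ciprofloxacin 0.95 µg/ml wells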
* marks the source's active call; other numbers are inactive results; · = no result given.

SMILES	MOR-DOR ag	DSG3 Ab inh	phage Ecoli inh	MOR-DOR inv ag	HTR5A ag	HTR5A inv ctr	Mot1-301 SUMO	PfHsp90 yeast 2	PKA-R1A act	AddAB inh	Ecoli viability
O=C(CNC(=O)c1cccc([N+](=O)[O-])c1)NC1CCCc2ccccc21 (stereo unspecified)	-1.2	100	5.8	5	1	-3	2	-7	4	-0.3	-0.3
COc1ccccc1N1CCN(C(=O)c2ccccc2Oc2ccccc2)CC1	-1.7	103	0.9	9	0	-1	-4	-4	0	2.5	2.7
CCOc1ccc(S(=O)(=O)N2CCN(C(=O)C3CC3C)CC2)cc1 (stereo unspecified)	-0.6	119	3.8	3	4	-16	5	16	4	-0.5	-1.1
Cc1ccc(S(=O)(=O)NC(CC(C)C)C(=O)N2CCOCCOCCOCC2)cc1 (stereo unspecified)	0.7	105	7.2	-6	4	-12	-9	-13	-6	4.3	3.5
CCN(CC)S(=O)(=O)c1ccc(NC(=O)c2cccs2)cc1	-2.0	103	5.2	10	-1	7	-2	6	2	2.7	1.8
CCC(=O)Oc1ccc(C(=O)Nc2c[nH]c(=O)[nH]c2=O)cc1	-1.9	101	2.0	10	-1	0	-9	22	3	3.2	-0.9
O=C(COC(=O)c1cc(NS(=O)(=O)c2cccs2)ccc1O)Nc1cc(Cl)ccc1Cl	4.5	98	-0.1	-23	3	0	-1	-9	-12	0.0	-0.8
Cc1cccc(C(=O)Nc2nnc(S(=O)(=O)N3CCCCCC3)s2)c1	-1.4	30*	3.6	7	7	-21	-8	18	-5	2.0	1.7
COC(=O)c1ccc(CNC(=O)CSc2nc3ccccc3[nH]2)cc1	-0.8	·	1.3	5	1	-4	-3	-20	4	2.2	-0.4
Cc1cc(C)n(-c2nc(C)nc3sc4c(c23)CCC(C)C4)n1 (stereo unspecified)	-2.0	·	-1.4	9	4	5	-4	11	-2	-0.2	-2.4
CSc1nsc(SC)c1C(=O)O	-2.9	103	0.3	15	-1	3	9	24	-3	1.4	-0.7
COc1ccccc1NC(=O)CN(Cc1ccco1)C(=O)c1ccc(Cl)nc1	-4.3	103	2.0	20	0	0	0	5	-13	3.5	3.0
COc1cc(C(=O)Nc2nc(-c3cc(C)ccc3C)c(C)s2)ccc1OCC(=O)Nc1ccc(F)cc1	1.8	87	-0.7	-9	7	-11	0	-21	-7	1.1	-0.3
COc1cc2c(C#N)c(N3CCCCC3)nc(N)c2c(N)n1	4.2	112	2.7	-23	5	-5	4	-39	1	1.8	-0.4
COCc1cc(C)nc(OCC(=O)N/N=C/c2ccc(C)cc2)c1C#N	-1.7	103	-0.8	8	0	-15	14	-86	7	3.5	1.8

The final 2 compounds of the part above come first, to join the parts.
SMILES	MOR-DOR ag	DSG3 Ab inh	phage Ecoli inh	MOR-DOR inv ag	HTR5A ag	HTR5A inv ctr	Mot1-301 SUMO	PfHsp90 yeast 2	PKA-R1A act	AddAB inh	Ecoli viability
COc1cc2c(C#N)c(N3CCCCC3)nc(N)c2c(N)n1	4.2	112	2.7	-23	5	-5	4	-39	1	1.8	-0.4
COCc1cc(C)nc(OCC(=O)N/N=C/c2ccc(C)cc2)c1C#N	-1.7	103	-0.8	8	0	-15	14	-86	7	3.5	1.8
Cc1ccc(C)c(N2CCN(C(=O)Cn3ncc4c([nH]c5ccc(C)cc54)c3=O)CC2)c1	-1.2	·	2.5	6	-2	13	6	-8	15	2.1	-0.5
Cc1ccc(O)c(C(CC(=O)NCc2cccnc2)c2ccccc2)c1 (stereo unspecified)	-2.0	96	2.0	11	-1	3	-2	-14	1	-6.3	-0.6
Cc1cc(C)nc(CC(N)=O)n1	-1.6	99	-0.4	8	0	0	138	-18	8	-0.2	2.1
C#CCSc1nc2ccccc2n1C(=O)c1ccc(S(=O)(=O)N2CCCCC2)cc1	-0.8	112	6.2	5	-4	-15	-2	5	-4	8.7	0.8
Clc1nc(NC2CCCC2)nc(N2CCOCC2)n1	-2.8	100	2.9	13	1	-3	-6	2	9	4.0	-0.9
Cc1cc(C)c(C#N)c(SCc2ccccc2C)n1	3.7	100	5.1	-19	5	-15	-2	-3	-5	1.4	0.1
COc1cc(/C=N/Nc2ccc(F)cc2F)cc(OC)c1OC	-0.7	96	3.6	4	2	17	239	3	-7	4.7	-0.5
CCNc1c(N)c(=O)oc2ccccc12	-0.9	·	1.8	4	2	14	-8	-8	-1	3.9	2.6
COc1cc(N)c(Cl)cc1C(=O)OCC(=O)Nc1cccnc1Cl	-1.4	103	4.6	9	-2	7	-10	29	-4	4.4	-1.6
c1ccc(N2CCN(c3ncccn3)CC2)cc1	-2.5	·	1.5	12	4	-9	9	·	0	0.6	0.4
CC(C)C[C@H](NC(=O)N1CCn2c1nc1ccccc12)C(=O)NCC1CCCO1 (stereo partly specified)	·	103	-0.9	·	·	·	-1	-6	11	5.1	1.7
CC1CN(C(=O)C(Sc2ccccc2)c2ccccc2)CC(C)O1 (stereo unspecified)	0.6	98	4.8	-3	1	-4	6	22	1	1.9	-1.7
COC(=O)c1[nH]nc(C(=O)OC(C)(C)C)c1-c1ccccc1	2.1	102	4.3	-11	0	0	-18	11	-14	5.0	1.5
C[C@@H](OC(=O)c1[nH]cnc1C(=O)NCc1ccc(CNC(=O)OC(C)(C)C)cc1)c1ccccc1	0.3	103	3.5	-2	-4	11	-4	36	-10	1.2	-0.1
CC1(C)Cc2c(c(-c3ccccc3)[nH]c(=O)c2C#N)CO1	-2.6	105	1.8	14	0	1	·	-10	-12	0.1	-1.3

Arranged by number of heavy atoms (rising): some entries from above.
SMILES	MOR-DOR ag	DSG3 Ab inh	phage Ecoli inh	MOR-DOR inv ag	HTR5A ag	HTR5A inv ctr	Mot1-301 SUMO	PfHsp90 yeast 2	PKA-R1A act	AddAB inh	Ecoli viability
Clc1nc(NC2CCCC2)nc(N2CCOCC2)n1	-2.8	100	2.9	13	1	-3	-6	2	9	4.0	-0.9
CC1(C)Cc2c(c(-c3ccccc3)[nH]c(=O)c2C#N)CO1	-2.6	105	1.8	14	0	1	·	-10	-12	0.1	-1.3
COc1cc(/C=N/Nc2ccc(F)cc2F)cc(OC)c1OC	-0.7	96	3.6	4	2	17	239	3	-7	4.7	-0.5
CC1CN(C(=O)C(Sc2ccccc2)c2ccccc2)CC(C)O1 (stereo unspecified)	0.6	98	4.8	-3	1	-4	6	22	1	1.9	-1.7
Cc1ccc(C)c(N2CCN(C(=O)Cn3ncc4c([nH]c5ccc(C)cc54)c3=O)CC2)c1	-1.2	·	2.5	6	-2	13	6	-8	15	2.1	-0.5
C[C@@H](OC(=O)c1[nH]cnc1C(=O)NCc1ccc(CNC(=O)OC(C)(C)C)cc1)c1ccccc1	0.3	103	3.5	-2	-4	11	-4	36	-10	1.2	-0.1

(listing goes on)
SMILES	MOR-DOR ag	DSG3 Ab inh	phage Ecoli inh	MOR-DOR inv ag	HTR5A ag	HTR5A inv ctr	Mot1-301 SUMO	PfHsp90 yeast 2	PKA-R1A act	AddAB inh	Ecoli viability
O=C1c2ccccc2C(=O)N1Cc1ccc2c(c1)OCO2	-0.8	101	2.2	4	4	-15	18	-2	-6	2.0	-0.2
COc1ccccc1-c1noc(CCC(=O)NC2CCCCC2)n1	-3.1	99	-0.2	17	3	18	2	-1	-5	0.0	-2.0
COC(=O)c1ccc(C(=O)OC)c(NC(=O)CS(=O)(=O)Cc2ccccc2)c1	-2.7	106	-1.1	15	-8	20	-11	-33	-9	2.6	0.5
COc1cccc(-n2c(SCC(=O)Nc3sc4c(c3C(N)=O)CCC4)nc3ccccc3c2=O)c1	-2.2	85	2.6	11	9	-22	·	9	-3	0.3	-2.1
CCC(C)(C)NC(=O)C(C(C)C)N(CC1CCCO1)C(=O)CNS(=O)(=O)c1ccc(F)cc1 (stereo unspecified)	-0.4	99	1.4	3	2	-5	4	1	-7	1.1	-1.9
COc1ccccc1NC(=O)c1cc(-c2ccc(C)o2)nc2ccccc12	-0.3	107	0.9	2	3	-9	-10	18	-6	4.4	-2.5
CC(=O)Nc1ccc(S(=O)(=O)NCc2ccc(C)cc2)cc1	1.2	106	3.0	-7	-2	4	-15	2	5	1.9	0.3
CC(=O)c1ccc(NC(=S)Nc2cccc3ccccc23)cc1	-0.4	·	2.0	2	3	7	-20	23	8	-0.2	-1.2
CCOC(=O)N1CCC(N(CCN(C)C)C(=S)Nc2ccccc2C)CC1	2.9	105	-0.3	-17	7	-24	-8	0	-4	1.0	-0.5
COCCNCC(=O)N1CCCCCC1	0.4	127	1.4	-2	6	10	-3	·	0	0.4	1.8
CNS(=O)(=O)c1cnccc1N1CCN(c2cccc(C(F)(F)F)c2)CC1	2.9	·	-0.2	-12	9	-21	13	-1	-14	1.0	-2.3
O=C(NCCN1CCOCC1)C(=O)NCC1OCCN1S(=O)(=O)c1cc(F)ccc1F (stereo unspecified)	-2.3	102	1.6	16	2	-2	-2	0	2	-0.9	2.8
CS(=O)(=O)Nc1ccc(Br)cc1C(=O)c1ccccc1	-1.6	·	2.0	8	5	7	0	-18	-4	2.2	2.1
CC(=O)c1cccc(NC(=O)c2ccc(C(=O)Nc3cccc(C(C)=O)c3)nc2)c1	-0.4	·	1.4	2	5	9	-10	-31	2	0.4	1.8
FC(F)(F)c1cccc(OCc2noc(-c3ccsc3)n2)c1	1.5	·	3.6	-8	11	-28	14	7	-7	1.5	0.2
OC/C(Br)=C(\Br)CO	-0.4	104	4.1	2	-4	18	-14	-3	-1	2.4	0.9
Cc1ccc(-c2nn(-c3ccc(F)cc3)cc2C(=O)NCC2CCCO2)cc1 (stereo unspecified)	-0.8	99	3.1	6	6	-17	18	-1	-5	1.9	0.0
CCCCn1c(=O)[nH]c(=O)c2c1nc(-c1cc3c(cc1Br)OCO3)n2C	-0.2	100	3.9	1	-3	7	3	-12	-8	-0.3	0.6
CCOC(=O)c1cccc(NC(=O)/C=C/c2ccc([N+](=O)[O-])cc2)c1	7.9	·	1.3	-41	1	10	-14	18	11	3.1	1.6
C=CC[C@@H](CC(=O)N(CCO)Cc1ccccc1)C(=O)NC[C@@H](OC(=O)[C@@H](CC=C)Cc1ccc(F)cc1)c1ccccc1	3.9	97	2.7	-18	-3	-19	22	-7	3	-1.1	-0.3

Look-ups from the list.
MOR-DOR ag, COc1ccccc1NC(=O)CN(Cc1ccco1)C(=O)c1ccc(Cl)nc1 is entered as -4.3
MOR-DOR inv ag, CC1(C)Cc2c(c(-c3ccccc3)[nH]c(=O)c2C#N)CO1 is entered as 14
phage Ecoli inh, CCOC(=O)N1CCC(N(CCN(C)C)C(=S)Nc2ccccc2C)CC1 is entered as -0.3
Ecoli viability, COc1cc(/C=N/Nc2ccc(F)cc2F)cc(OC)c1OC is entered as -0.5
MOR-DOR inv ag, COc1cc(N)c(Cl)cc1C(=O)OCC(=O)Nc1cccnc1Cl is entered as 9
MOR-DOR ag, CCNc1c(N)c(=O)oc2ccccc12 is entered as -0.9
